# KLK7 zymogen act: activators of human kallikrein-7 zymogen; P49862; purified proKLK7, EDANS-DABCYL substrate fluorescence; 100% is mature enzyme control, 0% vehicle; activation, % at 7 µM; 370,000 tested, 0.9% active;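 active = activation above the mean of all tested compounds plus 3 SD, computed per campaign excluding outliers beyond control limits, cut at about 13% in these data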
# Tn6 DDE FP: disrupts Tn6 cyclic peptide binding to fibrin D-Dimer-E complex. Fibrin DD(E) TRITC-Tn6 fluorescence polarization displacement. P02675. 370,000 tested, 0.21% active. inhibition, % at 8.3 µM;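 active = inhibition above a per-campaign cutoff: mean of compounds within control limits plus 3 SD, cut at about 15% in these data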;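 note: 0% = median of all compound wells on the plate and 100% = blocking peptide control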
# Target sequence (P02675 whole entry, looked up): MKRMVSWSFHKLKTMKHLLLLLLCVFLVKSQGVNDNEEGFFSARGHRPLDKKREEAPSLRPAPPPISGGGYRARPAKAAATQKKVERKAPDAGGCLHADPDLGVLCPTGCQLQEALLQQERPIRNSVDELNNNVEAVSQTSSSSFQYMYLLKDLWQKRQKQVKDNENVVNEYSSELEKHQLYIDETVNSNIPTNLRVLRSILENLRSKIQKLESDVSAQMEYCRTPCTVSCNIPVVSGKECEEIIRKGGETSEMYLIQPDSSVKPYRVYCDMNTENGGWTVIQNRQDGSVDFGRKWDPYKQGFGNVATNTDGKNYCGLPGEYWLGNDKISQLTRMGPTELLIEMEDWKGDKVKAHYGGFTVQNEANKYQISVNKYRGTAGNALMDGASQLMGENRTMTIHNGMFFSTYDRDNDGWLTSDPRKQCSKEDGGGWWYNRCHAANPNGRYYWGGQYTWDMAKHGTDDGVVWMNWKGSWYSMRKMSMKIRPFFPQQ
# LEDGF integ inh: blocks HIV-1 LEDGF/p75-dependent DNA integration | TR-FRET IN-LEDGF/p75 DNA integration, Eu/Cy5 | inhibition, % at 3.7 µM | 370,000 tested, 0.64% active;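 active = inhibition above the screen-wide mean plus 3 SD, cut at about 13% in these data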;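 note: signal is the Cy5 over europium emission ratio at 671 and 618 nm; 0% = plate median of compound wells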
# SIAE inh: human SIAE inhibition, primary screen. AID 1053197. 370,000 tested, 0.69% active. SIAE FP-Rh probe binding, fluorescence polarization. inhibition, % at 9.66 µM;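 active = inhibition above a cutoff: mean of compounds within the control limits plus 3 SD of those, cut at about 17% in these data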;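 note: 0% = plate median of compound wells and 100% = probe without SIAE protein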
# DDE Tn7 FP inh: DD(E)-Tn7 binding inhibition, primary FP screen; AID 720508; inhibition, % at 8.3 µM; P02675; FP displacement of FITC-Tn7 peptide from fibrin DD(E); 0% = median of compound wells per plate; 370,000 tested, 0.13% active;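 active = inhibition above the mean of compounds falling within the control limits plus 3 SD of them, cut at about 14% in these data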;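 note: 0% = plate median of compound wells and 100% = 10 µM Aha-Tn7 peptide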
#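 Assay system: Human clot-derived fibrin DD(E) complex | Buffer or medium: Tris/NaCl/CaCl2 buffer, pH 7.8 | Repeats: One replicate per compound | Benchmarks: Aha-Tn7 high control | Measure: % inhibition scaled between sample-field median and high-control FP | Schedule: 10 min plus 3 h, room temperature | Signal: Fluorescence polarization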
# TCR-CD3 inh: inhibitors of human TCR-CD3 interaction. AID 651800. inhibition, % at 9.4 µM. TAMRA-labeled TCR probe fluorescence, biochemical. 360,000 tested, 0.37% active; in the data active = inhibition above about 19%;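 note: recombinant mutant TCR 2C K166C tagged with TAMRA read by polarization; 0% = receptor in buffer alone and 100% = receptor with positive control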
# TDP2 absorb: blocks human TDP2 phosphodiesterase activity; O95551; recombinant TDP2, T5PNP hydrolysis, p-nitrophenol absorbance 415 nm; inhibition, % at 12.8 µM; 370,000 tested, 0.34% active;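 active = inhibition above the mean of all tested compounds plus 3 SD, set per campaign, cut at about 25% in these data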;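 note: 0% = DMSO with enzyme and 100% = buffer with substrate but no TDP2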
#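 Test system: human TDP2 enzyme; Input: 120 nM TDP2 per well; Buffer or medium: Mg2+-containing Tris-HCl buffer, pH 7.5; Reagent: 5 mM T5PNP; Dosing: 12.8 µM single point, 1% DMSO; Incubation: reaction 2 h, 37 °C; Detection: p-Nitrophenol epi absorbance; Read-out: % inhibition relative to enzyme-containing and enzyme-free wells; Replicates: single well per compound.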
# UHRF1 binding: human UHRF1 methylated DNA binding inhibitors. Q96T88. UHRF1 binding to methylated oligo, TR-FRET. inhibition, % at 4.4 µM. 370,000 tested, 0.75% active. AID 687016; in the data active = inhibition above about 21%;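 note: UHRF1 SRA domain binding a hemimethylated CpG hairpin DNA probe; 0% = median of test compound wells and 100% = reference inhibitor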
# MBD2 inh: inhibitors of human MBD2 binding to methylated oligonucleotide | Q9UBB5 | TR-FRET | 370,000 tested, 0.31% active | inhibition, % at 4.4 µM; in the data active = inhibition above about 13%
# PRMT1 FP inh: blocks human protein arginine methyltransferase 1 | inhibition, % at 2.79 µM | recombinant PRMT1, activity-based probe fluorescence polarization | 370,000 tested, 1.3% active | Q99873;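 active = inhibition above about 21% made by adding two undisclosed values, limit read from the data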
# Target sequence (Q99873 whole entry, looked up): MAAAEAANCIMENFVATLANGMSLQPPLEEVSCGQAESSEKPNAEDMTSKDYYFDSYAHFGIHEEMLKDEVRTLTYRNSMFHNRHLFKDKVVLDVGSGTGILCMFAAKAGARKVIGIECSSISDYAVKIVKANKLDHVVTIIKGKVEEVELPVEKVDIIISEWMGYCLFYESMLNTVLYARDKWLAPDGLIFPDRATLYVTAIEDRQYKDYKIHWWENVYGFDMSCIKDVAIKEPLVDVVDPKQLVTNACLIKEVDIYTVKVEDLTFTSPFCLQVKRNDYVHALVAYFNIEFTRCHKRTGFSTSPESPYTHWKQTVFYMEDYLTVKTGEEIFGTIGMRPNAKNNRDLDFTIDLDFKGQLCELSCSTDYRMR
# * marks the source's active call; other numbers are inactive results. Not a hit list; overall some 4.6% were active at least once.
SMILES,KLK7 zymogen act,Tn6 DDE FP,LEDGF integ inh,SIAE inh,DDE Tn7 FP inh,TCR-CD3 inh,TDP2 absorb,UHRF1 binding,MBD2 inh,PRMT1 FP inh
O=C(CCC(=O)CCN1CCCCC1)CCN1CCCCC1,0.0,6,-1,5,5,1,0,0,0,1
CSCCCNC(=O)c1ccc(OC2CCN(CCc3ccccc3)CC2)cc1,0.4,2,0,-2,-3,-3,3,0,3,3
COc1ccc(-c2nn(CCC#N)cc2C(=O)Nc2cccc(C(=O)O)c2)cc1[N+](=O)[O-],0.2,-2,0,-10,6,-4,-28,0,-5,-6
Cc1cccc(NC(=O)CN2CCN(C(=O)CN3C(=O)NC4(CC(C)CC(C)(C)C4)C3=O)CC2)c1C (stereo unspecified),0.8,-1,4,-1,0,1,3,-2,-7,3
CCOC(=O)Cc1csc(NC(=S)NC(=O)c2ccc([N+](=O)[O-])cc2)n1,0.3,4,0,5,-6,4,1,0,-1,3
COc1ccccc1C(C)NCC(=O)NC(=O)NCc1ccco1 (stereo unspecified),0.2,57*,2,-2,4,1,7,1,-2,2
Clc1ccc(CNCC2CCCO2)cc1 (stereo unspecified),-0.3,-6,-3,-3,-2,-3,4,2,5,2
CNC(=S)NCc1ccc(OC)cc1,0.8,0,2,5,-3,7,0,0,-3,-4
CC(c1ccccc1)N1CC(C(=O)N2CCN(c3ccccc3)CC2)CC1=O (stereo unspecified),-0.4,7,-2,7,5,-3,2,1,-2,-2
CCN(CC)C(=O)CN1CCN(c2ncccn2)CC1,-0.9,11,1,-4,4,1,-10,1,-2,-1

# An excerpt from above in order of the TCR-CD3 inh value, low to high.
SMILES,KLK7 zymogen act,Tn6 DDE FP,LEDGF integ inh,SIAE inh,DDE Tn7 FP inh,TCR-CD3 inh,TDP2 absorb,UHRF1 binding,MBD2 inh,PRMT1 FP inh
COc1ccc(-c2nn(CCC#N)cc2C(=O)Nc2cccc(C(=O)O)c2)cc1[N+](=O)[O-],0.2,-2,0,-10,6,-4,-28,0,-5,-6
CSCCCNC(=O)c1ccc(OC2CCN(CCc3ccccc3)CC2)cc1,0.4,2,0,-2,-3,-3,3,0,3,3
CCN(CC)C(=O)CN1CCN(c2ncccn2)CC1,-0.9,11,1,-4,4,1,-10,1,-2,-1
CCOC(=O)Cc1csc(NC(=S)NC(=O)c2ccc([N+](=O)[O-])cc2)n1,0.3,4,0,5,-6,4,1,0,-1,3
CNC(=S)NCc1ccc(OC)cc1,0.8,0,2,5,-3,7,0,0,-3,-4

# (continued)
SMILES,KLK7 zymogen act,Tn6 DDE FP,LEDGF integ inh,SIAE inh,DDE Tn7 FP inh,TCR-CD3 inh,TDP2 absorb,UHRF1 binding,MBD2 inh,PRMT1 FP inh
COc1cccc(C(=O)N[C@@H](CCSC)c2nc3ccccc3[nH]2)c1,0.6,4,4,5,-9,-1,-2,-2,3,-1
Cc1cc(-c2ccc(C)c(S(=O)(=O)NCCCN(Cc3ccccc3)C(C)C)c2)on1,0.0,3,3,-9,-7,9,-11,-2,1,-4
Cc1cc(N2CCCCC2)nc2c(C)cccc12,-1.2,0,-4,-8,2,-2,-6,4,2,5
Cc1cc(NC(=O)CCC(=O)N(CC(=O)NCC2CCCO2)c2ccc3c(c2)OCCO3)no1 (stereo unspecified),-0.4,-3,3,1,8,0,1,0,-4,-2
O=[N+]([O-])c1ccc(S(=O)(=O)NNC(=S)NCCc2ccccc2)cc1,0.1,-1,0,14,2,1,6,-1,-2,-3
COc1ccccc1C(=O)NC(=O)COC(=O)Cc1ccccc1[N+](=O)[O-],-0.3,3,2,-8,5,-1,10,-3,0,0
COc1ccc(-c2noc(N3CCC(C(=O)Nc4cc(OC)ccc4OC)CC3)n2)cc1,0.0,5,-1,0,8,1,-7,0,3,0
CC(C)n1nnnc1C1c2ccccc2C(=O)N1CCc1ccccc1F (stereo unspecified),-0.2,-1,-2,2,-2,-4,-2,2,-2,7
O=C1NCCCCC1NS(=O)(=O)c1ccc(F)c(F)c1 (stereo unspecified),0.0,-4,-4,-1,-4,1,3,2,1,-2
O=C(COc1ccc(Cl)cc1)N1CCCC1,0.6,1,-1,-1,-5,-1,6,-2,2,1
O=C(N/N=C\c1cn(-c2ccccc2)nc1-c1ccccc1)c1ccc(Br)o1,-1.6,-7,2,-75,0,1,8,0,-6,0
O=C(Cc1cccs1)OCC(=O)c1ccco1,9.8,2,6,-1,-4,2,-6,6,-1,2
C[C@]1(O)CC(=O)C=C[C@H]1Nc1ccccc1,0.7,3,2,6,3,-1,5,5,2,-1
CC(NCc1ccc(S(N)(=O)=O)cc1)C(=O)Nc1cccc(Cl)c1 (stereo unspecified),0.0,2,0,2,-4,-2,2,1,3,-5
CCOC(=O)/C=C1\SCC(=O)N1Cc1nnc(-c2ccccc2Br)o1,-0.2,0,-1,-9,-4,-3,2,-2,-3,-2
Cc1occc1C(=O)N(C)Cc1nc(-c2ccccc2)no1,2.8,-8,-1,-3,6,1,0,1,5,4
CC(C)(C)NC(=O)C(c1ccc(-c2ccccc2)cc1)N(C[C@H]1CC[C@@H]([C@@H]2CC[C@H](CO)O2)O1)C(=O)c1cccc(Cl)c1 (stereo partly specified),0.5,0,-1,-7,4,-11,-1,0,2,4
NNC(=O)c1cc2sccc2s1,0.7,2,4,0,6,10,-3,-2,-5,-5
COCCN1CCN(C(=O)C2CCC(=O)N(Cc3ccccc3F)C2)CC1 (stereo unspecified),-0.8,-7,3,-1,2,4,2,2,-2,-3
O=C(COC(=O)c1ccc(S(=O)(=O)N2CCCCCC2)cc1)Nc1ccccc1C(F)(F)F,-0.3,-3,-1,1,-8,-3,0,1,6,3

# Records listed above shown as hits in Tn6 DDE FP:
SMILES,KLK7 zymogen act,Tn6 DDE FP,LEDGF integ inh,SIAE inh,DDE Tn7 FP inh,TCR-CD3 inh,TDP2 absorb,UHRF1 binding,MBD2 inh,PRMT1 FP inh
COc1ccccc1C(C)NCC(=O)NC(=O)NCc1ccco1 (stereo unspecified),0.2,57*,2,-2,4,1,7,1,-2,2

# Next compounds follow:
SMILES,KLK7 zymogen act,Tn6 DDE FP,LEDGF integ inh,SIAE inh,DDE Tn7 FP inh,TCR-CD3 inh,TDP2 absorb,UHRF1 binding,MBD2 inh,PRMT1 FP inh
O=C(COC(=O)c1cccc(F)c1)NC(=O)NC1CCCC1,-0.5,-5,-1,8,-2,-10,2,1,5,2
COc1cc(N2CCCC2)c(OC)cc1/C=C1/NC(=S)NC1=O,-0.5,-6,-1,-28,-21,-4,-11,-17,-12,-10
COc1ccc(NC(=O)N(C)C[C@H]2OCc3cn(nn3)CCCC(=O)N([C@H](C)CO)C[C@@H]2C)cc1,-0.8,0,3,13,0,-3,6,-2,-5,-1
COCCCNC(=O)/C(C#N)=C/c1c(N2CCN(c3ccccc3)CC2)nc2c(C)cccn2c1=O,5.6,-2,6,3,-2,2,7,-5,-3,2
COc1ncnc2c1ncn2CCCNCc1ccc(C)o1,0.2,-4,4,4,1,5,19,0,-4,-7
COc1ccc(C(=O)c2sc3nc(-c4ccc(OC)cc4)ccc3c2N)cc1,-0.3,-2,-3,-4,0,2,5,-3,0,0
O=C(COC(=O)c1cccc(S(=O)(=O)N2CCOCC2)c1)Nc1nc(-c2ccccc2Cl)cs1,0.3,-7,6,-58,-8,0,-23,5,-3,-2
CN(C)C(=O)c1cccc(-c2csc(N3CCC(C(N)=O)CC3)n2)c1,0.3,-3,-1,8,-2,5,7,-5,-2,-5
O=C(NCCc1ccc2c(c1)OCCO2)c1cc2ccccc2o1,-0.1,0,3,-7,-3,0,-19,3,-3,-1
CC(=O)Nc1ccc(S(=O)(=O)NCCC(=O)Nc2cccc(Cl)c2)cc1,-0.3,-3,0,-4,2,6,-10,-1,-6,1
Cc1ccccc1NC(=O)C1CCCN(S(=O)(=O)c2ccc3c(c2)C(C)(C)C(=O)N3C)C1 (stereo unspecified),0.3,-2,-1,3,-3,-6,-5,2,2,2
CC1(c2ccccc2)NC(=O)N(CC(=O)Nc2ccc(S(=O)(=O)Nc3ncccn3)cc2)C1=O (stereo unspecified),0.5,-1,-6,3,4,-7,-4,2,1,8
c1ccc(-c2cnc(-c3ccccc3)nc2)cc1,0.3,1,2,1,-5,-4,-3,4,0,2
O=C(COc1ccccc1Br)NC(=O)NC1CCCC1,0.2,-4,-1,5,11,6,0,1,-1,1
Cc1cc(C)n2nc(C(=O)OCC(=O)Nc3ccc(C)c(S(=O)(=O)N(C)C)c3)nc2n1,-0.1,-7,-6,3,2,-2,8,3,-5,4
CC(C)CCN1CCC(CN2C(=O)C(=O)NC[C@@H]2CC(C)C)CC1,0.1,4,-1,-6,0,3,0,1,-1,-4
Cc1onc(-c2ccccc2Cl)c1C(=O)Nc1ccccc1,-0.4,-2,0,1,13,-6,0,1,0,2
CC(=O)NC(C)Cc1cn(Cc2ccccc2)c2ccccc12 (stereo unspecified),0.4,-2,3,2,5,-9,-22,2,-3,0
COc1ccc(-n2c(=O)c(NC(=O)c3ccccc3)c3n(c2=S)CCCCC3)cc1,0.0,-6,5,-1,2,-11,-1,2,8,6
CC(C)[C@H](NC(=O)c1ccccc1)C(=O)NCCc1ccccc1,-0.5,0,0,6,-2,-3,4,-1,1,-6
CC(=O)NC(c1ccccc1)c1nc(-c2cnc3ccccc3c2)cs1 (stereo unspecified),-1.0,-1,-1,-4,0,-4,-2,-1,-3,6
NNC(=O)c1cn2ccccc2n1,-0.3,-1,0,-2,-2,0,5,-2,2,2
O=c1cc(CSc2nnnn2-c2ccccc2)nc2nc[nH]n12,-0.1,4,3,-3,-3,2,4,6,-8,3
Cc1nn(-c2nc3ccccc3s2)c(N)c1Sc1ccc(F)cc1,-0.5,-9,0,-2,10,-2,-3,-3,-4,0
COc1ccc(C(CNC(=O)c2ccc(NS(=O)(=O)c3ccc(F)c(C)c3)cc2)N2CCOCC2)cc1 (stereo unspecified),-0.2,6,-3,-4,8,-7,-8,2,3,4
CCn1ccnc1CN(C)C(=O)c1cc(COc2ccc(-n3cncn3)cc2)on1,0.1,-6,-1,-3,7,4,-1,5,-1,1
C=C(C)COc1ccc(-c2nc(N)ncc2-c2ccccc2OC)c(O)c1,-0.2,3,-3,-1,3,2,-19,-1,-4,-1
O=C1NCCCC1C(=O)N/N=C/c1cccc([N+](=O)[O-])c1 (stereo unspecified),0.2,1,1,2,2,4,6,0,-4,-6
COc1ccccc1N1CCN(C(=O)CN2C(=O)c3cccc4cccc(c34)C2=O)CC1,-0.3,0,1,5,-6,-1,-1,0,-1,-1
O=C(COc1ccc(Br)cc1)N1CCC(c2ccccc2)C1 (stereo unspecified),0.0,-3,3,-9,0,5,6,-1,1,-3
Cc1nn(C)c(Oc2ccccc2)c1CCNC(=O)CC(C)C,0.4,1,3,4,-10,2,-11,2,-2,-1
COc1ccccc1NS(=O)(=O)c1cc(NC(=S)NCC2CCCO2)ccc1C (stereo unspecified),-0.9,1,-12,0,-4,-3,-7,1,0,7
